# High-throughput results: PubChem, several laboratories
# DYRK1A inh: inhibitors of rat Dyrk1A kinase; Q63470; ADP-Glo luminescence, NFATc1 peptide; inhibition, % at 12.5 µM; 310,000 compounds, 0.43% hits; AID 504441; in the data active = inhibition above about 50%;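 also: plate controls were vehicle with enzyme for no effect and no enzyme for full effect; many of its hits are not listed in these tables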
# RGS4 pot: RGS4 potentiation or activation; B-score at 10 µM; HEK293 M3R/inducible RGS4, carbachol calcium flux Fluo4; active compounds read low; AID 463111; 310,000 compounds, 0.92% hits;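 active = B-score of the integrated calcium signal more than 4 SD below the library mean, with starting fluorescence not abnormally high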;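 also: negative B-score means reduced calcium response which marks RGS4 activation or potentiation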
#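 Detection: kinetic calcium fluorescence imaging with Fluo4-AM dye, 2 µM / Material: HEK293 cells with stable M3R and inducible RGS4 / Schedule: recording 10 s baseline at 1 Hz, 100 s post-agonist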
# GSK3A inh: human GSK-3 alpha kinase inhibition. P49840. ADP-Glo luminescence, 60 min. inhibition, % at 10 µM. 320,000 compounds, 0.1% hits. AID 2650;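 in the data active = inhibition above about 50%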;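 also: GST-tagged GSK-3 alpha with peptide substrate and 25 µM ATP; 0% = DMSO neutral wells and 100% = GW8510 positive control wells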
# KCNK3 inh: human KCNK3 channel inhibition, primary screen; O14649; 340,000 compounds, 0.84% hits; CHO-KCNK3 thallium flux, FluxOR fluorescence; active compounds read low; B-score at 10 µM;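 active = B-score under library mean minus 4 SD, starting fluorescence ratio at most library mean plus 5 SD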;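 also: more negative B-score means stronger inhibition of thallium flux through KCNK3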
# Target sequence (O14649 whole entry, looked up): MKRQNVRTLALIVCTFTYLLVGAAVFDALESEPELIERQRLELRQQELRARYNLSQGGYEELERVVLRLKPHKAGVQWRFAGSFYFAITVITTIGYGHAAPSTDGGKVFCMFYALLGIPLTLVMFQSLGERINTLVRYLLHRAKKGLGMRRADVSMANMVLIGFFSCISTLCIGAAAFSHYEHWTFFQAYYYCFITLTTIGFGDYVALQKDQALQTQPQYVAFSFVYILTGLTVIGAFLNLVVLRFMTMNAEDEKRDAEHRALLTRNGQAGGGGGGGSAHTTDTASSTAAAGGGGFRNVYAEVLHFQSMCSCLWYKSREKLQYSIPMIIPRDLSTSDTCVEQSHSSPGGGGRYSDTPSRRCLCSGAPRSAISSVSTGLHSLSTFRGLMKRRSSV
# HDAC3 inh: human HDAC3 inhibition. recombinant HDAC3, fluorogenic peptide/trypsin coupled, fluorescence. inhibition, % at 8.3 µM. 320,000 compounds, 0.15% hits. AID 2718; in the data active = inhibition above about 26%, passing the limit was not always enough; inconclusive = no clear call, values can overlap the other calls
# PolyA inh: yeast polyadenylation inhibition. S. cerevisiae SKY197-pL101 polyadenylation reporter, beta-gal luminescence; efflux-impaired pdr1/pdr3 knockout yeast; score 100 = 6 SD above DMSO. calls only at 12 µM. 300,000 compounds, 0.02% hits. AID 1875;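 active = lowest replicate activity score at least 50, where 100 means six control SD above control mean; inconclusive = lowest score under 50 but half or more replicates reach 50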;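 also: yeast exposed to compound for 9 h at 30 °C; higher score means more reporter readthrough which indicates perturbed polyadenylation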
# GSK3beta inhib: inhibitors of human GSK3beta kinase | GST-GSK3beta kinase, ADP-Glo luminescence, 60 min; active compounds read low | P49841 | 300,000 compounds, 0.038% hits | activity score (negative = inhibition), % at 10 µM;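 active = more than half of replicate wells score below -50%, meaning over 50% inhibition versus plate controls; inconclusive = some replicates but at most half score below -50%; inactive = no replicate scores below -50%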;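 also: 0% = median DMSO wells and -100% = median GW8510 positive control wells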
# Target sequence (P49841 whole entry, looked up): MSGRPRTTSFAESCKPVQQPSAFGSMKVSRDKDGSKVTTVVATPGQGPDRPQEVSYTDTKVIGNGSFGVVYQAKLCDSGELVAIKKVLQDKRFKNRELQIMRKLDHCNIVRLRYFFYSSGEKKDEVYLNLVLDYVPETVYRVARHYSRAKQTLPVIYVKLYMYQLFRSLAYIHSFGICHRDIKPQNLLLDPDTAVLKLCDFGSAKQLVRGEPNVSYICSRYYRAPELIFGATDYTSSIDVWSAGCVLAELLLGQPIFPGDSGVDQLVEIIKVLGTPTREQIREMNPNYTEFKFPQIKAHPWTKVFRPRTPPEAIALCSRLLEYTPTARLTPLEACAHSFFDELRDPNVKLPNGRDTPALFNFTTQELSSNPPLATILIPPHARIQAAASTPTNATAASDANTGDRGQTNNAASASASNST
#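 Assay system: GST-tagged human GSK3beta kinase, cell-free; Input: 1.6 ng GSK3beta; Medium: Tris/MgCl2 kinase buffer; Timing: 60 min enzyme reaction, room temperature; Signal: ADP-Glo luminescence quantifying ADP generated by kinase; Evaluation: score relative to plate controls; Benchmarks: DMSO neutral wells and GW8510 at 20 µM as positive.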
# KCNQ1 inh: blocks the human KCNQ1 potassium channel; P51787; CHO-K1 KCNQ1, FluxOR thallium flux fluorescence; active compounds read high; B-score at 10 µM; 310,000 compounds, 1.3% hits;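 active = compounds whose thallium flux B-score, printed positive for inhibition, exceeds three library SD while starting fluorescence stays within three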;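 also: channel opened by potassium depolarization with thallium stimulus after 20 min compound exposure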
# KCNQ1 act: human KCNQ1 channel potentiation or activation; P51787; B-score at 10 µM; CHO-K1 KCNQ1, thallium flux FluxOR fluorescence; active compounds read high; 310,000 compounds, 0.35% hits;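 active = fluorescence ratio B-score, a plate-corrected score, at least three library SD, with initial intensity B-score within 5 SD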
#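 Assay system: CHO-K1 cells stably expressing KCNQ1. Medium: assay buffer for compound exposure, DMSO matched across wells. Timing: 37 °C overnight plating, 90-min dark dye load, 20-min compound pretreatment. Signal: kinetic FluxOR fluorescence, 10 s baseline plus 110 s post-stimulus.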
# KCNK9 inh: inhibitors of human KCNK9 two-pore domain potassium channel | 310,000 compounds, 1.2% hits | HEK293 KCNK9, FluxOR thallium flux fluorescence; active compounds read low | AID 488922 | Q9NPC2 | B-score at 10 µM;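 active = ratio B-score over 3 SD below the library mean, with starting fluorescence within 5 SD of its mean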;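 also: negative B-score means less thallium flux so channel inhibition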
# hERG protect: hERG (human) protection from proarrhythmic block | activation (rescue from dofetilide block), less the hit threshold, % at 10 µM | 310,000 compounds, 0.51% hits | AID 1511 | CHO-hERG, FluxOR thallium flux, dofetilide IC70 present | Q12809;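 active = activation above the mean of controls blocked by dofetilide plus 5 SD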;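 also: thallium influx through hERG after potassium depolarization seen as dye fluorescence rise; in these data hits start at about 4.7%; inactives centre near -7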
# * marks the source's active call; other numbers are inactive results; i = inactive; ? = inconclusive; / = no result given. The list is partial (hit frequency here may not be typical).
# The line under a structure holds: DYRK1A inh, RGS4 pot, GSK3A inh, KCNK3 inh, HDAC3 inh, PolyA inh, GSK3beta inhib, KCNQ1 inh, KCNQ1 act, KCNK9 inh, hERG protect
> CCN1CCN(Cc2c(O)c(Cl)cc3c(C)cc(=O)oc23)CC1
    0, i, 1, i, -419, i, 1, i, i, i, -7
> O=C(CSc1ccccc1)N/N=C/c1ccccc1O
    -1, i, 2, i, 3, i, 1, i, i, i, -6
> COc1ccc(CNS(=O)(=O)c2ccc3c(c2)NC(=O)CS3)cc1
    2, i, -2, i, -1, i, 4, i, i, i, -6
> COc1ccc(Nc2ncnc3c2cnn3-c2ccccc2)cc1OC
    11, i, 1, i, -1, i, 0, i, i, i, -7
> COc1ccc2[nH]c3c(c2c1)CCN1C(=O)N([C@@H](C)C(=O)NCc2ccc(C)cc2)C(=O)[C@]31C
    -1, i, -2, i, -1, i, 1, i, i, i, -8
> CC(=O)c1sc(NC(=O)CCOc2ccccc2)nc1C
    5, i, 3, i, 1, i, 1, i, i, i, -3
> O=c1ccnc(Nc2ccc3c(c2)OCCO3)[nH]1
    -1, i, 0, i, 1, i, -5, i, i, i, -2
> Cc1cc2ncn(C3CC(=O)N(Cc4ccccc4)C3=O)c2cc1C (centres undefined)
    31, i, -2, i, 1, i, 0, i, i, i, -19
> CCC(C)NS(=O)(=O)c1ccc(OCC(=O)NCc2ccc(OC)cc2)cc1 (centres undefined)
    -4, i, -1, i, 4, i, 1, i, i, i, -1
> O=C(CCC(=O)Nc1cccnc1)Nc1cccnc1
    -5, i, -5, i, 2, i, 1, i, i, i, -5
> COc1cccc(N2CCN(CC(=O)Nc3nc(C)c(C(=O)N(C)C)s3)CC2)c1
    -7, i, 1, i, 2, i, -3, i, i, i, -4
> CCc1cccc(NC(=O)CN(c2ccc(OC)cc2)S(=O)(=O)c2c(C)n[nH]c2C)c1
    -2, i, 1, i, 2, i, -2, i, i, i, -11
> CCOC(=O)c1ccc(NC(=O)c2ccc(NC(=O)C3CCCO3)cc2)cc1 (centres undefined)
    14, i, 2, i, -1, i, 2, i, i, i, -6
> COc1ccc(OC)c2c1cc(C(=O)N[C@@H](Cc1ccccc1)C(=O)O)n2C
    -3, i, -4, i, -11, i, 6, i, i, i, -8
> O=C(N/N=C/c1cc(Br)c(O)c(Br)c1O)c1cccnc1
    16, i, 1, i, /, i, 6, i, i, i, -11
> CC(C)[C@@H](C(=O)NC1CCN(Cc2ccccc2)CC1)N1C(=O)N2CCc3c([nH]c4ccccc34)[C@@]2(C)C1=O
    2, i, -2, i, 2, i, 4, i, i, i, -14
> CCOc1ccc(NC(=O)CCNC(=O)Cn2cnc3ccccc3c2=O)cc1
    1, i, 2, i, 0, i, 0, i, i, i, -1
> CC(C)OC(=O)c1ccc(N2C(=O)C3CC=CCC3C2=O)cc1 (centres undefined)
    3, i, 0, i, -7, i, -3, i, i, i, -9
> COc1ccc2c(ccn2S(=O)(=O)c2ccccc2)c1
    -4, i, 5, i, 3, i, -1, i, i, i, -4
> CC1CC2(NC(=O)NC2=O)C(C)CN1C (centres undefined)
    3, i, -18, i, -5, i, -2, i, i, i, -10
> O=[N+]([O-])c1ccc(N=Cc2c(O)ccc3ccccc23)cc1
    -1, i, -2, i, /, i, 3, i, i, i, -13
> Nc1sc(-c2ccccc2)c(Cc2ccccc2)c1C(=O)O
    2, i, -6, i, /, i, 1, i, i, i, -4
> O=C1N=C(N2CCc3ccccc3C2)S/C1=C\c1ccc(O)cc1
    71*, i, 2, i, -5, i, -4, i, i, i, -7
> N#CCCN(C(=O)COc1ccc(Cl)cc1Cl)c1ccccc1
    -3, i, 1, i, -1, i, 7, i, i, i, -15
> Cc1cc(C)c(NC(=O)CNC(=O)c2cc([N+](=O)[O-])ccc2N2CCOCC2)c(C)c1
    0, i, -2, i, 4, i, 2, i, i, i, -13
> C/C(=N\NC(=O)c1ccncc1)C12CC3CC(CC(C3)C1)C2
    -1, i, 0, i, 1, i, 0, i, i, i, -10
> CC1=CC(C)(C)N2C(=O)C3(C(C#N)=C(N)OC4=C3C(=O)CC(C)(C)C4)c3c(C)c(C)cc1c32 (centres undefined)
    7, i, 0, i, 7, i, 4, i, i, i, -11
> Cc1c(NC(=O)CSc2nc3ccccc3n2C)c(=O)n(-c2ccccc2)n1C
    0, i, 0, i, -2, i, 1, i, i, i, -2
> CC(=O)Nc1cccc(NC(=O)Cc2nc(-c3ccccc3)sc2-c2ccc(C)cc2)c1
    -5, i, 0, i, 13, i, 1, i, i, i, -4
> CCOC(=O)c1[nH]c2cc3c(cc2c1CCCN1C(=O)c2ccccc2C1=O)OCCO3
    -3, i, -3, i, 1, i, -1, i, i, i, -7
> CCN(C(=O)c1ccc2c(Cl)c3c(nc2c1)CCC3)c1ccc(C)c(C)c1
    1, i, -3, i, -4, i, 2, i, i, i, -16
> O=C(CC1SC2=NCCN2C1=O)Nc1ccc(Cl)cc1 (centres undefined)
    -5, i, -2, i, -3, i, 1, i, i, i, -14
> COc1ccc(CC(=O)OCC(=O)Nc2ccc(C(=O)Nc3ccc(OC)cc3)cc2)cc1
    -5, i, -1, i, 0, i, 1, i, i, i, -20
> COc1ccccc1CC1CC(=O)N(c2cccc(Cl)c2C)C1=O (centres undefined)
    3, i, -2, i, -7, i, -3, i, i, i, -14
> CCCSc1nc2c(cnn2-c2ccc(C)cc2)c(=O)[nH]1
    5, i, -1, i, 7, i, 0, i, i, i, -16
> Cc1ccc(S(=O)(=O)Nc2nc3ccccc3nc2NCC2CCCO2)c(C)c1 (centres undefined)
    -4, i, -1, i, -12, i, 1, i, i, i, -13
> CCN1CCN(CCn2c(=S)[nH]c3ccccc3c2=O)CC1
    3, -7.8*, 1, i, 8, i, 2, i, i, i, -3
> Cc1cccc(NS(=O)(=O)Cc2ccccc2)n1
    -5, i, 1, i, -40, i, 2, i, i, i, -18
> O=C(CN1N=C(c2ccccc2)CCC1=O)NCCCN1CCc2ccccc2C1
    -2, i, -3, i, -6, i, 5, i, i, i, -3
> COc1ccc(CNS(=O)(=O)c2cc(-c3cc(C)no3)ccc2OC)cc1OC
    -5, i, 2, i, 1, i, 3, i, i, i, -3
> CC(=O)N1CCN(c2ccc(NC(=O)c3ccco3)cc2Cl)CC1
    -5, i, -2, i, 5, i, -1, i, i, i, -16
> Cc1cccc(NC(=O)C2COc3ccccc3O2)c1 (centres undefined)
    -4, i, -1, i, 8, i, 1, i, i, i, 1
> C#Cc1ccc([C@H]2C=C(C(=O)N3CCN(Cc4ccccc4)CC3)O[C@@H](OCC)[C@@H]2CCCO)cc1
    1, i, -1, i, -9, i, -2, i, i, i, -13
> CCOC(=O)N1CCN(c2nc(-c3ccccc3)c3ccccc3n2)CC1
    0, i, -3, i, 3, i, 0, i, i, i, -5
> O=C(O)Cn1cc(/C=C2/NC(=O)N(c3ccc(Cl)cc3)C2=O)c2ccccc21
    -3, i, -2, i, 7, i, -1, i, i, i, -9
> COC(=O)C1CCN(Cc2cc(=O)oc3cc(OC)ccc23)CC1
    13, i, -3, i, -11, i, 2, i, i, i, -3
> COc1ccc(Cc2nnc(CCc3ccccc3)s2)cc1
    4, i, -1, i, -4, i, 1, i, i, i, -5
> CCOc1cc(NC(=S)NCC2CCCO2)c(OCC)cc1NC(=O)c1ccccc1F (centres undefined)
    /, i, -1, i, -4, i, 2, i, i, i, -6
> Cc1ccc(-c2noc(-c3cccs3)n2)cc1
    -1, i, 0, i, 2, i, 0, i, i, i, -9
> Cc1cnc(NC(=O)CSc2nnc(Cc3ccccc3)n2C)s1
    -11, i, 3, i, 1, i, 4, i, i, i, -10
> C=CCNC(=S)NCc1ccccc1
    1, i, 1, i, -2, i, 3, i, i, i, -17
> Cc1noc(C)c1NC(=O)NC(c1ccccc1)c1ccccc1
    0, i, -2, i, 1, i, 1, i, i, i, -3
> CCc1ccccc1NC(=O)CN(C)C(=O)CSc1nnc(Nc2cccc(C)c2C)s1
    1, i, -1, i, 0, i, 2, i, i, i, -17
> COc1cc(C(=O)OCC(=O)NC2CCCC2)cc(NC(=O)c2ccco2)c1OC
    2, i, 0, i, -10, /, -2, i, i, i, -21
> COCCN1C(=O)/C(=C/c2ccc(N3CCCC3)cc2C)SC1=S
    7, i, 1, i, -6, /, 1, i, i, i, -21
> CCSCc1nnc(SCC(=O)Nc2cc(F)ccc2C)n1C
    1, i, 0, i, 2, i, 2, i, i, i, -11
> COc1ccc(NC(=O)c2ccccc2NC(=O)c2ccco2)cc1
    -3, i, -2, i, -3, i, -1, i, i, i, -5
> COc1ccccc1-n1c(C)cc(/C=C2/C(=N)N3C(=NC2=O)SN=C3S(C)(=O)=O)c1C
    0, i, -4, i, 0, i, 0, i, i, i, 0
> Cc1[nH]nc2c1C1(CCN(C(=O)c3ccccc3)CC1)C(C#N)=C(N)O2
    8, i, -4, i, -8, i, 2, i, i, i, -10
> Cc1ccc(-n2c(C)cc(C(=O)CN3CCOCC3)c2C)cc1C
    -3, i, 1, i, ?, i, -1, i, i, i, -10

# Carrying on:
# The line under a structure holds: DYRK1A inh, RGS4 pot, GSK3A inh, KCNK3 inh, HDAC3 inh, PolyA inh, GSK3beta inhib, KCNQ1 inh, KCNQ1 act, KCNK9 inh, hERG protect
> Cc1ccc(C(c2nnnn2C2CCCC2)N2CCc3ccccc32)cc1 (centres undefined)
    1, i, -3, i, -2, i, 3, i, i, i, -3
> CCOC(=O)/C(C(N)=NCCCO)=C(/O)c1ccccc1
    -5, i, -1, i, 2, i, -3, i, i, i, 1
> COc1ccc(N2C(=O)C(CC(=O)Nc3ccccc3)N(Cc3ccc(OC)c(OC)c3)C2=O)cc1 (centres undefined)
    0, i, /, i, 3, i, 1, i, i, i, -6
> Cc1ccc(C)c(NC(=O)Cc2nc(CCl)cs2)c1
    -4, i, -2, i, 0, i, 1, i, i, i, -10
> CCOc1ccc(Cc2nc(C)c(CC(=O)N3CCCCC3)c(=O)[nH]2)cc1
    0, i, 1, i, 2, i, 4, i, i, i, -8
> COc1ccc(OC)c(NC(=O)Nc2ccc3[nH]ccc3c2)c1
    /, i, -1, i, -6, i, 1, i, i, i, 3
> CN1C(=O)C(O)(C2COC(C)(C)CC2=O)c2ccccc21 (centres undefined)
    5, i, 0, i, 2, i, 2, i, i, i, -5
> Cc1cccc(OCC(=O)N2CCN(S(C)(=O)=O)CC2)c1
    -7, i, -3, i, 2, i, -2, i, i, i, -10
